Screening data: PubChem BioAssay, several laboratories
Ins promoter up = MIN6 insulin promoter up-regulation; MIN6 insulin promoter-GFP reporter, high-content imaging; active compounds read high; z-score at 5 µM; hit rate 0.3% among 190,000; AID 1625;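 active = z-score above 3 at 5 µM with at least 500 cells counted in the well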
Autophagy HCS = autophagy modulation, high-content screen. calls only at 10 µM (by protocol). MEF GFP-LC3 puncta imaging; test concentration mostly 10 µM. hit rate 0.98% among 190,000;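 active = percentage of spot-positive cells more than 3 SD above its plate mean, without a fluorescence outlier flag or 80% toxicity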;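 also: spot-positive cell cutoff set from DMSO-treated cells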
MT stabilize HCS = stabilizes microtubules in HeLa cells; hit rate 0.83% among 200,000; HeLa tubulin immunostaining HCS, 24 h; share of cells brighter than vehicle mean+2SD; AID 2205; % tubulin-high responders, % at 10 µM;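 active = plate Z-score above 3 for both tubulin-high and condensed-nucleus cell shares, with cell loss under 80%, at 10 µM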;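 also: anti alpha tubulin signal scored within the nucleus-defined area of each cell; some results filed as inactive read as strong as hits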
Lipid droplet = modulators of hepatic lipid droplet formation. AML12 mouse hepatocytes, oleate lipid droplets, BODIPY imaging. inhibition, % at 6.5 µM. hit rate 0.4% among 240,000. AID 1656;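 active = lipid droplet intensity inhibited by at least 50%, with more than 500 cells counted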
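System: AML12 hepatocytes (mouse). Probe or stimulus: oleic acid at 100 µM to induce lipid droplet formation. Times: overnight treatment with compound plus oleate. Detection: Image-based BODIPY and DAPI two-channel analysis. Evaluation: percent inhibition of filter-corrected integrated lipid droplet intensity per well.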
NOD2 inhibition = inhibition of NOD2-driven NF-kB reporter – cell-based, luminescence, uHTS, HEK293 (AID 1566); HEK293 NOD2/NF-kB luciferase reporter, luminescence; higher % means a stronger effect; inhibition, % at 4 µM, or EC50 in µM where a hit was titrated; hit rate 0.63% among 290,000; in the data active = inhibition above about 50%; also: many of its hits are not listed in these tables
Yfh1-depleted yeast = mitochondrial function rescue without frataxin homolog – Friedreich's ataxia, plus single-dose screen, dose response (AID 1465) | fold induction at 50 µM; hits with a dose series show EC50 in µM | S. cerevisiae Yfh1-off respiration, WST-1 reduction, 72 h; higher fold induction means a stronger effect | hit rate 0.074% among 220,000;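 active = fold induction of absorbance versus untreated yeast above a set limit, then at least 30% activation at any dose in follow-up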;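 also: activators that raise dye reduction in frataxin-depleted yeast; strong numbers were not always called active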
Dynein transport = blocks dynein driven cargo transport along microtubules. 3617.4 mouse cells, GR-EGFP nuclear translocation imaging; test concentration mostly 20 µM; stimulated with dexamethasone, 1 µM; active compounds read low. z-score, hits read low. hit rate 0.47% among 220,000. AID 1381;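 active = plate z-score of nuclear minus cytoplasmic receptor signal below a set negative limit, without overly bright fluorescence or cell loss, cut at about -3.5 in these data, passing the limit was not always enough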;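 also: z-score of nuclear minus cytoplasmic ring GR-EGFP intensity difference per well; some compounds called inactive have numbers as strong as hits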
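medium = tetracycline-free induction medium containing charcoal-stripped FBS | probe or stimulus = dexamethasone, 1.0 µM final | timing = 48 h induction, then 1 h compound, then 30 min agonist, 37 °C | detection = automated 10x imaging of fixed Hoechst-stained cells | read-out basis = nuclear versus cytoplasmic GR-EGFP signal, averaged per well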
bCat nuc transl = beta-catenin nuclear translocation modulation; HeLa beta-catenin nuclear translocation, immunofluorescence imaging; hit rate 0.3% among 190,000; nuclear translocation activity, % at 5 µM;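 active = nuclear translocation activity above 50% at 5 µM, with a well cell count of 50 or more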;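 also: per-cell ratio of nuclear to cytoplasmic median beta-catenin stain intensity; plate controls were DMSO negative control for no effect and GSK-3 inhibitor IX positive control for full effect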
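Signal – beta-catenin immunofluorescence imaging with DAPI · Test system – human HeLa cell line · Dosing – 5 µM primary single dose, 0.1% DMSO, 0.02–20 µM confirmation series · Measure – % activation, nuclear-to-cytoplasmic median beta-catenin signal ratio per cell · Incubation – 24 h compound exposure at 37°C, 5% CO2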
WT yeast gro inh = growth inhibition of WT yeast, mitochondrial fusion screen; mitochondrial fusion phenotypic screen, WT strain; inhibition, % at 10 µM; hit rate 2.1% among 190,000; in the data active = inhibition above about 58%; tested in S. cerevisiae
WT yeast gro inh mutant strain = also measured in WT yeast gro inh; calls as there; inhibition, %; mitochondrial fusion phenotypic screen, mutant strain inhibition
Dynein transport cytoplasmic EGFP = second read-out of Dynein transport, no call of its own (marks repeat the call); z-score; measured here: cytoplasmic GR-EGFP intensity; active compounds read high
Dynein transport nuclear GR-EGFP = recorded beside Dynein transport, whose call it bears; z-score; measured here: nuclear GR-EGFP intensity;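 lower value marks the stronger effect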
Dynein transport cell count = recorded beside Dynein transport, whose call it bears; z-score; measured here: cell count per field
Ins promoter up cell count = also measured in Ins promoter up; calls as there; cell count; measured here: cytotoxicity, nuclei count;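 total cells summed across four imaged fields per well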
Lipid droplet cells 6.5 µM = also measured in Lipid droplet; calls as there; cell count; measured here: cell count, cytotoxicity flag;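 cells counted across two imaged fields per well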
bCat nuc transl cell count 5 µM = recorded beside bCat nuc transl, whose call it bears; cell count; measured here: cell count, cytotoxicity flag
MT stabilize HCS Hoechst-high % = further read-out of MT stabilize HCS, marked with its call; % Hoechst-high responders; measured here: nuclear condensation Hoechst responders;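 share of cells brighter than vehicle mean plus two SD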
MT stabilize HCS cytotoxicity % = also measured in MT stabilize HCS; calls as there; toxicity, %; measured here: cytotoxicity by cell density;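 0% = mean cell density of plate MIN control wells and 100% = no cells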
Autophagy HCS cell loss 18 h = second read-out of Autophagy HCS, no call of its own (marks repeat the call); toxicity, %; measured here: cell loss, nuclei count;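 cell loss after 18 h compound exposure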
* hit, by the source's call; i = inactive; nt = no result given.

SMILES | Ins promoter up | Ins promoter up cell count | Autophagy HCS | Autophagy HCS cell loss 18 h | MT stabilize HCS | MT stabilize HCS Hoechst-high % | MT stabilize HCS cytotoxicity % | Lipid droplet | Lipid droplet cells 6.5 µM | NOD2 inhibition | Yfh1-depleted yeast | Dynein transport | Dynein transport cytoplasmic EGFP | Dynein transport nuclear GR-EGFP | Dynein transport cell count | bCat nuc transl | bCat nuc transl cell count 5 µM | WT yeast gro inh | WT yeast gro inh mutant strain
O=c1c(-c2ccccc2)coc2cc(O)ccc12 | 0.67 | 1014 | i | -5 | 2.8 | 1.7 | 6.3 | 11 | 652 | -42% | i | 1 | -0.25 | 0.62 | -0.5 | -1.6 | 1122 | 0 | -5
CCOC(=O)C(C)Oc1ccsc1C(=O)OC (stereo not drawn) | nt | nt | i | 14 | 3.0 | 2.6 | 5.3 | nt | nt | 18% | i | -0.36 | -0.21 | -0.37 | -0.098 | nt | nt | -3 | -1
COc1ccc(N(C(=O)CNC(=O)c2cccs2)C(C(=O)NCC2CCCO2)c2ccccc2)cc1OC (stereo not drawn) | 0.15 | 1637 | i | -1 | 2.2 | 1.5 | 7.1 | -14 | 655 | 11% | i | -0.39 | -0.27 | -0.09 | 0.56 | 0.3 | 1569 | 2 | 8
Cc1cc(=O)n2nc(N3CCC(C(=O)NCc4cccnc4)CC3)sc2n1 | -0.14 | 1167 | i | 0 | 3.6 | 2.2 | 9.7 | 7 | 802 | -1% | nt | -1.1 | -0.09 | -0.084 | 0.49 | 0.1 | 1010 | 29 | 23
CC(O)CNC(=O)C1CCN(Cc2ccc(OCc3ccccc3)cc2)CC1 (stereo not drawn) | -0.3 | 787 | i | 8 | 4.1 | 1.9 | 2.0 | nt | nt | -1% | i | -0.88 | -0.23 | -0.22 | 0.65 | 0.6 | 728 | -3 | -1
CCN1C(c2ccc(F)cc2)=CS/C1=C(\C#N)c1nnc2n1-c1ccccc1SC2 | 0.06 | 1021 | i | -13 | 2.0 | 1.6 | 5.1 | nt | nt | 16% | i | 1.2 | 0.16 | 0.77 | -1.1 | 0.8 | 1140 | 1 | 3
CC(C)C(=O)Nc1nnc(NC(=S)Nc2ccccc2)s1 | -0.06 | 1264 | i | -18 | 4.4 | 3.0 | 3.1 | -2 | 696 | -8% | i | -0.54 | -0.25 | -0.54 | 1.3 | 0.3 | 1113 | -4 | 26
Cc1ccc(C2CC(c3ccccc3C)n3nc(N)nc3N2)cc1 (stereo not drawn) | -0.07 | 1253 | i | -1 | 4.0 | 2.2 | 8.9 | -1 | 674 | 21% | i | -0.68 | -0.18 | -0.05 | 0.66 | -2.9 | 1183 | 6 | -8
COc1ccc(NC(=O)c2nc[nH]c2C(=O)N2CCN(C(=O)OC(C)(C)C)CC2)cc1 | -0.26 | 946 | nt | nt | nt | nt | nt | -15 | 693 | 8% | i | 0.69 | -0.75 | 0.59 | -0.3 | -0.6 | 1357 | nt | nt
NC(=O)c1ccc(NC(=O)COC(=O)C2(c3cccc(F)c3)CCCC2)cc1 | -0.05 | 1302 | i | -10 | 1.1 | 1.8 | 1.8 | -21 | 725 | 22% | i | 0.22 | -0.21 | 0.17 | -0.21 | -2.2 | 1124 | 14 | -17
O=C(CN1CCN(S(=O)(=O)c2ccc(Cl)s2)CC1)N1CCOCC1 | 0.13 | 1084 | nt | nt | nt | nt | nt | 8 | 732 | -2% | i | -0.8 | -0.16 | -0.3 | 1.6 | 0.7 | 1335 | nt | nt
Cc1ccc(-n2nc(C)c3c2OC(N)=C(C#N)C3c2ccccc2F)cc1 (stereo not drawn) | 0.34 | 1468 | i | 9 | 1.4 | 1.0 | 11 | nt | nt | -11% | i | 2.4 | -0.092 | 1 | -1.5 | 1.5 | 1247 | 11 | 2
N#CC1=C(N)N(c2ccc(F)cc2)C(=O)C1 | 0.4 | 1743 | i | -33 | 2.3 | 1.6 | 7.2 | 0 | 613 | -10% | i | -1.2 | -0.2 | -0.66 | 0.49 | -1.9 | 1032 | 5 | 17
O=C(Nc1nccs1)C(c1ccccc1)N1CCCC1 (stereo not drawn) | -0.33 | 1349 | i | 8 | 4.4 | 2.4 | 3.8 | 6 | 688 | -6% | i | 0.047 | -0.31 | 0.29 | -0.2 | -1.1 | 1129 | -5 | 5
CCCN1CNC(=S)N(c2ccccc2C)C1 | 1.3 | 1273 | i | -1 | 4.5 | 2.5 | 5.2 | 3 | 764 | 12% | i | -0.63 | -0.39 | -0.18 | 0.38 | nt | nt | -15 | 25
O=C(Nc1ccc2[nH]c(=S)sc2c1)Nc1ccccc1F | 0.25 | 1450 | nt | nt | nt | nt | nt | -7 | 632 | -215% | i | -1.2 | -0.21 | -0.61 | 1.5 | -0.4 | 1077 | nt | nt
CCc1cccc2c(C(=O)COC(=O)c3cccc(S(=O)(=O)N(C)C4CCCCC4)c3)c[nH]c12 | 0.35 | 1410 | i | 8 | 4.9 | 3.9 | 4.3 | 5 | 631 | -25% | i | 0.38 | 0.5 | 0.47 | -0.78 | 0.3 | 852 | 14 | 6
Cc1ccc(C)c(S(=O)(=O)N2CCN(CC(=O)NC(=O)NCc3ccco3)CC2)c1 | -0.63 | 1267 | i | -1 | 3.0 | 2.6 | 6.0 | -20 | 717 | 18% | i | 0.14 | -0.31 | -0.43 | -0.37 | -1.5 | 1120 | -2 | 0
CN(CC(=O)NC(=O)NCc1ccccc1)Cc1ccc(Cl)cc1 | 0.79 | 1510 | i | 1 | 2.0 | 3.1 | 7.0 | -30 | 672 | -7% | i | 0.11 | -0.23 | -0.15 | 0.1 | -1.4 | 1084 | 24 | 10
COc1ccc(C2C(C#N)=C(N)N(Nc3ccccc3)C3=C2C(=O)CC(C)(C)C3)cc1C (stereo not drawn) | 0.18 | 1549 | i | -29 | 2.3 | 1.1 | 5.1 | nt | nt | 21% | i | 1.1 | -0.24 | 1.1 | 0.48 | 0.7 | 1354 | -15 | -1
CN(C)c1ccc(/C=N/NC(=O)CN2CCN(c3ccc(F)cc3)CC2)cc1 | 0.26 | 1217 | i | -8 | 2.6 | 2.3 | 3.6 | -45 | 703 | 1% | i | -0.88 | -0.32 | -0.76 | 0.92 | -0.3 | 466 | -14 | -1
O=C(COc1ncnc2sccc12)NC1CCS(=O)(=O)C1 (stereo not drawn) | 0.57 | 1380 | nt | nt | nt | nt | nt | -2 | 626 | 24% | i | -1.1 | -0.31 | -0.72 | 1.3 | 1.0 | 1289 | nt | nt
CC(=O)OCC1=C(C(=O)O)N2C(=O)C(NC(=O)CCn3nc(C)c(Cl)c3C)C2SC1 (stereo not drawn) | 0.1 | 1137 | i | 4 | 3.1 | 1.9 | 4.3 | -2 | 696 | 12% | i | -0.97 | -0.28 | -0.59 | 0.83 | -0.9 | 1140 | 8 | 4
Cc1ccc(/C=C/S(=O)(=O)NCC(=O)O)cc1 | 1.4 | 1617 | i | 14 | 1.1 | 2.7 | 14 | 10 | 703 | -3% | i | 0.82 | -0.11 | 1 | -1.4 | -6.4 | 1115 | 3 | -2
O=C(Nc1ccc(F)cc1)C(c1ccccc1)N1CCN(S(=O)(=O)c2ccccc2)CC1 (stereo not drawn) | -0.21 | 1528 | i | 21 | 4.7 | 2.4 | 6.8 | -15 | 604 | 9% | i | -0.12 | -0.16 | 0.39 | -0.34 | -2.4 | 1145 | -14 | 14
O=C(COC(=O)C1CCN(S(=O)(=O)c2cccs2)CC1)c1cc2ccccc2o1 | 0.51 | 989 | i | -2 | 1.0 | 1.5 | 9.2 | 4 | 636 | -30% | nt | -0.22 | -0.1 | 0.19 | -0.11 | 1.0 | 984 | 25 | 17
CCCOc1ccc(N2C(=O)CC(N3CCN(C(=O)c4ccco4)CC3)C2=O)cc1 (stereo not drawn) | 0.48 | 1842 | i | 9 | 4.4 | 3.0 | 8.5 | -8 | 679 | -1% | i | -0.1 | -0.21 | 0.039 | 0.45 | -2.5 | 1078 | -4 | -8
COc1ccc(C(=O)Nn2cnc3scc(-c4cccs4)c3c2=O)c(O)c1 | nt | nt | i | 4 | 5.0 | 3.1 | 10 | nt | nt | nt | i | -0.83 | -0.22 | -0.26 | 0.84 | nt | nt | 19 | -13
COc1cccc2sc(N3CCN(c4nc5ccccc5s4)CC3)nc12 | 0.86 | 1325 | i | -5 | 3.4 | 2.8 | 3.9 | nt | nt | 0% | i | -0.39 | -0.22 | -0.0016 | 0.087 | -4.0 | 1475 | 10 | 15

In the list so far, these have a COOH group.
SMILES | Ins promoter up | Ins promoter up cell count | Autophagy HCS | Autophagy HCS cell loss 18 h | MT stabilize HCS | MT stabilize HCS Hoechst-high % | MT stabilize HCS cytotoxicity % | Lipid droplet | Lipid droplet cells 6.5 µM | NOD2 inhibition | Yfh1-depleted yeast | Dynein transport | Dynein transport cytoplasmic EGFP | Dynein transport nuclear GR-EGFP | Dynein transport cell count | bCat nuc transl | bCat nuc transl cell count 5 µM | WT yeast gro inh | WT yeast gro inh mutant strain
CC(=O)OCC1=C(C(=O)O)N2C(=O)C(NC(=O)CCn3nc(C)c(Cl)c3C)C2SC1 (stereo not drawn) | 0.1 | 1137 | i | 4 | 3.1 | 1.9 | 4.3 | -2 | 696 | 12% | i | -0.97 | -0.28 | -0.59 | 0.83 | -0.9 | 1140 | 8 | 4
Cc1ccc(/C=C/S(=O)(=O)NCC(=O)O)cc1 | 1.4 | 1617 | i | 14 | 1.1 | 2.7 | 14 | 10 | 703 | -3% | i | 0.82 | -0.11 | 1 | -1.4 | -6.4 | 1115 | 3 | -2

A portion of the library, so the mix of outcomes need not match the whole.
